Compound activity as filed in PubChem BioAssay.
GPR55 activation: selective activators of receptor GPR55 – imaging, U2OS cells, beta-arrestin-GFP redistribution, primary screen (AID 1961); U2OS GPR55 beta-arrestin-GFP redistribution imaging; higher % means a stronger effect; activation, % at 10 µM; hits with a dose series show EC50 in µM; 290,000 tested, 0.048% active;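 active means activation above 40% with more than 50 cells counted in the well; inconclusive means wells holding fewer than 50 cells, flagged as toxic or sparse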;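 further: U2OS osteosarcoma cells stably expressing GPR55 and beta-arrestin-GFP; plate controls were DMSO negative control for no effect and LPI positive control for full effect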
NOD1 NF-kB reporter: NOD1 signaling inhibitors, primary screen, cell-based, luminescence, uHTS (AID 1578). NOD1-driven NF-kB luciferase reporter cells, luminescence; higher % means a stronger effect. inhibition, % at 4 µM; hits with a dose series show EC50 in µM. 290,000 tested, 1% active; in the data active means inhibition mostly above about 36%, no sharp cut-off; inactive means mostly below about 34%;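 further: HEK-293T reporter cells stimulated with the NOD1 agonist gamma-tri-DAP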
HEK293 NOD2/NF-kB: inhibition of NOD2-driven NF-kB reporter – cell-based, luminescence, uHTS, HEK293 (AID 1566) | 290,000 tested, 0.63% active | inhibition, % at 4 µM, or EC50 in µM where a hit was titrated | HEK293 NOD2/NF-kB luciferase reporter, luminescence; higher % means a stronger effect; further: many of its hits are not listed in these tables
AID2073: inhibitors of Mint1-CaV2.2 protein interaction, biochemical, HTRF (AID 2073). HTRF protein-protein interaction, Mint1-CaV2.2; higher % means a stronger effect. one-dose inhibition, % at 20 µM; IC50 in µM for titrated hits. 290,000 tested, 0.19% active; in the data active means inhibition mostly above about 51%, no sharp cut-off; inconclusive means no clear call, values can overlap the other calls; inactive means mostly below about 53%; further: some results filed as inactive read as strong as hits
KOR beta-arrestin-1: kappa opioid receptor blockers – cell-based, luminescence, uHTS (AID 1778); KOR beta-arrestin recruitment, luminescence, antagonist mode; higher % means a stronger effect; inhibition, % at 10 µM, or IC50 in µM where a hit was titrated; 290,000 tested, 0.091% active; further: strong numbers were not always called active
Dynein transport: blocks dynein driven cargo transport along microtubules; 220,000 tested, 0.47% active; 3617.4 mouse cells, GR-EGFP nuclear translocation imaging; test concentration mostly 20 µM; stimulated with dexamethasone, 1 µM; active compounds read low; z-score, hits read low;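 active means plate z-score of nuclear minus cytoplasmic receptor signal below a set negative limit, without overly bright fluorescence or cell loss, cut at about -3.5 in these data, passing the limit was not always enough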;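 further: z-score of nuclear minus cytoplasmic ring GR-EGFP intensity difference per well; some compounds called inactive have numbers as strong as hits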
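Also added: dexamethasone, 1.0 µM final. Medium: tet-free, stripped-serum medium. Detection: fixed, Hoechst-stained cells imaged at 10x for EGFP. Read-out: nuclear-to-cytoplasmic GR-EGFP distribution per well. Times: induction 48 h, compound 1 h, agonist 30 min.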
P. falciparum M17LAP: P. falciparum M17LAP inhibitors, primary screen, biochemical, fluorogenic H-Leu-NHMec substrate, 1536-well (AID 1619) | 220,000 tested, 0.38% active | recombinant M17LAP, H-Leu-NHMec fluorogenic kinetic assay; higher % means a stronger effect | inhibition, % at 30 µM; hits with a dose series show IC50 in µM;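 active means compound inhibiting the enzyme by more than half at any dose during confirmatory dose-response retesting; inconclusive means strong single-dose inhibitors picked by rank but not retested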;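 further: plate controls were full reaction with DMSO carrier for no effect and no enzyme background for full effect; strong numbers were not always called active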
KOR beta-arrestin-2: KOR agonists, beta-arrestin recruitment, primary screen, cell-based, luminescence, uHTS (AID 1777) | KOR beta-arrestin recruitment, luminescence; higher % means a stronger effect | activation, % at 10 µM, or EC50 in µM where a hit was titrated | 280,000 tested, 0.02% active; in the data active means activation above about 50%, passing the limit was not always enough; further: a part of the inactive calls stands beside numbers as strong as those of hits
P. falciparum M1AAP: P. falciparum M1AAP inhibitors, biochemical, fluorogenic H-Leu-NHMec substrate, 1536-well (AID 1445); recombinant M1AAP, H-Leu-NHMec fluorogenic kinetic assay; higher % means a stronger effect; 220,000 tested, 0.42% active; inhibition, % at 30 µM; hits with a dose series show IC50 in µM;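 active means primary inhibition above the hit cutoff, then over 50% inhibition at one or more dose response concentrations, cut at about 23% in these data, passing the limit was not always enough; inconclusive means conflicting primary data, or primary hits not chosen for dose response; inactive means low primary inhibition, or under 50% at every dose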;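 further: plate controls were DMSO full reaction for no effect and no enzyme background for full effect; strong numbers were not always called active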
Dynein transport cytoplasmic EGFP: further read-out of Dynein transport, marked with its call; z-score; measured here: cytoplasmic GR-EGFP intensity; active compounds read high
Dynein transport nuclear GR-EGFP: second read-out of Dynein transport, no call of its own (marks repeat the call); z-score; measured here: nuclear GR-EGFP intensity;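 lower value marks the stronger effect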
Dynein transport cell count: also measured in Dynein transport; calls as there; z-score; measured here: cell count per field
The depositor's hits bear a star; ? = inconclusive; . = no result given; [ ] = another dose, or the depositor's remark. Unless noted, no stated cut-off is given here; in the data, active means inhibition above about 50%; inactive means the rest. The list is partial; rates above refer to the full screens.

SMILES	GPR55 activation	NOD1 NF-kB reporter	HEK293 NOD2/NF-kB	AID2073	KOR beta-arrestin-1	Dynein transport	Dynein transport cytoplasmic EGFP	Dynein transport nuclear GR-EGFP	Dynein transport cell count	P. falciparum M17LAP	KOR beta-arrestin-2	P. falciparum M1AAP
CC(=O)N(CCN(C)C)c1nc2cc3c(cc2s1)OCCO3	0.7%	-32.4%	-17.1%	-3.3%	-44.6%	.	.	.	.	.	0.9%	.
O=C(COC(=O)c1c[nH]c(=O)[nH]c1=O)Nc1ccccc1F	-0.6%	-15.4%	-2.5%	-1.7%	6.9%	1.01	-0.194	0.724	-2.01	0.4%	-1.0%	6.2%
COc1ccc(N2CCN(C(=O)c3ccc4c(=O)n(Cc5ccc6c(c5)OCO6)c(=O)[nH]c4c3)CC2)cc1	-0.4%	-1.5%	14.2%	19.0%	-36.6%	.	.	.	.	.	5.3%	.
CCCC1c2ccc(C)n2CCN1C(=O)Nc1ccccc1Cl (stereo not drawn)	0.2%	-62.7%	-32.6%	23.8%	3.6%	-0.767	-0.0713	0.0672	0.104	4.2%	-3.0%	1.9%
COC(=O)c1ccc(CSc2n[nH]c(-c3ccccc3)n2)o1	0.2%	-16.9%	-10.4%	-8.5%	4.5%[20 µM]	-0.789	-0.199	-0.305	1.07	2.5%	-1.0%	1.3%
N/C(=N\OC(=O)c1ccccc1Cl)c1ccccc1	-0.1%	-15.8%	-244.1%	4.7%	5.6%	-0.0897	-0.193	-0.0655	-0.216	-45.0%	9.1%	3.8%
COc1ccc(C(=O)CCC(C)(C)[N+](=O)[O-])cc1	-0.3%	-34.2%	-3.6%	3.8%	-1.1%	-0.344	-0.24	-0.78	0.395	3.4%	2.4%	-0.4%
O=S(=O)(Nc1cc(S(=O)(=O)N2CCOCC2)ccc1N1CCCC1)c1cccs1	0.2%	-29.2%	14.2%	-2.9%	13.9%	-0.0529	-0.204	0.266	-0.544	4.3%	-1.0%	0.0%
COc1cc2cc(C(=O)N[C@@H](Cc3ccccc3)C(=O)O)n(C)c2c(OC)c1OC	0.3%	3.7%	-2.3%	11.0%	-3.2%	.	.	.	.	.	1.0%	.
CC(C)Sc1nnc([C@H](Cc2c[nH]c3ccccc23)NC(=O)OC(C)(C)C)o1	-0.1%	-4.6%	5.7%	-7.7%	0.1%	-1.1	-0.286	-0.435	0.865	2.1%	-2.2%	3.7%
CCC(C)NC(=O)Cn1cnc2sc(C)cc2c1=O (stereo not drawn)	0.2%	18.4%	23.0%	-0.4%	16.3%	-0.731	-0.295	-0.311	0.0537	-5.4%	-2.1%	0.4%
Cc1nn(Cc2ccc(F)cc2)c(C)c1NC(=O)c1noc2c1CCc1ccccc1-2	0.4%	39.4%	24.7%	14.5%	-5.4%	-0.166	-0.0532	-0.0398	-0.206	10.8%	0.3%	-1.3%
N#Cc1cc2ccc(N3CCOCC3)cc2cc1C#N	0.2%	-23.7%	8.1%	11.8%	12.0%	-0.145	0.787	0.428	0.591	-34.0%	-0.5%	8.0%
CC(C)OC(=O)Cc1nc2sc(-c3ccccc3)cc2c(=O)[nH]1	-0.1%	-10.3%	-43.5%	-8.3%	7.8%	.	.	.	.	.	0.0%	.
CC(=O)c1ccc(N2Cc3ccccc3/C2=N\C(=O)Nc2ccc(Cl)cc2)cc1	0.0%	-34.4%	-41.7%	34.1%	-25.8%	1.34	0.207	0.483	-0.499	-0.1%	-2.5%	5.2%
O=C(O)c1ccc(Cn2cnc3scc(-c4ccccc4)c3c2=O)cc1	-0.1%	-18.0%	3.9%	14.4%	-40.1%[20 µM]	1.74	-0.156	1.46	-1.72	-2.0%	-0.8%	0.1%
CNc1ccccc1C(=O)OC(C)C(=O)Nc1ccc(S(=O)(=O)N2CCCC2)cc1 (stereo not drawn)	-0.1%	-59.9%	-6.6%	12.4%	-7.8%	.	.	.	.	.	1.6%	.
CCOC1(NC(=O)c2ccccc2)C(C)=CC(=O)C=C1C	-0.1%	-8.5%	0.9%	-56.5%	-2.0%	0.958	-0.273	0.686	-0.316	-8.6%	6.5%	0.0%
O=C(NCC1CCCO1)C1CCC(N2C(=O)c3ccccc3C2=O)CC1 (stereo not drawn)	0.3%	11.4%	13.6%	-2.3%	4.8%	-0.728	-0.12	-0.0565	-0.147	-1.1%	-7.5%	20.0%
CCCCCCCCC(=O)NCCOc1ccc(OC)cc1	-0.2%	-25.2%	1.4%	-2.0%	23.6%	0.316	-0.278	-0.0309	0.248	-8.1%	3.8%	-5.7%
Cc1nc2ccc(S(=O)(=O)NCC(=O)Nc3cccc(F)c3)cc2s1	0.0%	-38.6%	-4.0%	-11.1%	-28.3%	0.231	-0.316	-0.0492	0.435	3.1%	-2.2%	1.9%
COc1cc(OC)cc(C(=O)NNC(=O)c2cc3c(s2)CCCC3)c1	-0.2%	-60.1%	-7.6%	21.7%	-33.6%	-0.719	-0.25	-0.369	0.938	3.4%	6.7%	7.2%
NCC(O)CN(c1ccccc1)c1ccccc1 (stereo not drawn)	0.6%	-27.9%	3.6%	9.2%	-38.0%[20 µM]	-0.184	-0.0828	0.102	-0.237	10.7%	.	-5.6%
COc1ccc(-c2csc(NC(=O)Cc3cc(OC)c(OC)c(OC)c3)n2)cc1OC	0.3%	5.8%	22.7%	-17.4%	-7.6%	.	.	.	.	.	-0.3%	.
COc1ccccc1N1N=C(C(=O)c2ccccc2)C2C(=O)N(c3ccc(Br)cc3)C(=O)C21 (stereo not drawn)	-0.1%	-9.0%	13.7%	?	-42.4%	-0.479	0.175	-0.233	0.0482	16.5%	.	14.1%

Overlap with the part before: two entries, followed by the next part.
SMILES	GPR55 activation	NOD1 NF-kB reporter	HEK293 NOD2/NF-kB	AID2073	KOR beta-arrestin-1	Dynein transport	Dynein transport cytoplasmic EGFP	Dynein transport nuclear GR-EGFP	Dynein transport cell count	P. falciparum M17LAP	KOR beta-arrestin-2	P. falciparum M1AAP
COc1ccc(-c2csc(NC(=O)Cc3cc(OC)c(OC)c(OC)c3)n2)cc1OC	0.3%	5.8%	22.7%	-17.4%	-7.6%	.	.	.	.	.	-0.3%	.
COc1ccccc1N1N=C(C(=O)c2ccccc2)C2C(=O)N(c3ccc(Br)cc3)C(=O)C21 (stereo not drawn)	-0.1%	-9.0%	13.7%	?	-42.4%	-0.479	0.175	-0.233	0.0482	16.5%	.	14.1%
Cc1ccc(/C([O-])=C(/C(=S)NCc2ccco2)[n+]2ccccc2)cc1	-0.2%	-15.7%	-6.4%	13.6%	17.1%	-0.0784	-0.202	0.631	0.779	-1.3%	-4.3%	3.8%
O=C(NCC1CCCO1)c1ccc(Cl)c(S(=O)(=O)Nc2ccccc2)c1 (stereo not drawn)	-0.1%	-27.6%	-6.1%	6.3%	-7.2%	.	.	.	.	.	1.8%	.
Cc1ccccc1C1c2[nH]c3ccccc3c2CCN1Cc1cccn1-c1ncccn1 (stereo not drawn)	-0.1%	-5.0%	9.6%	-10.8%	38.7%	0.358	-0.157	0.645	-0.392	-7.1%	0.9%	7.3%
COc1cc2c(cc1NC(=O)COC(=O)/C=C/c1ccccc1)oc1ccccc12	-0.2%	-39.8%	-49.7%	16.9%	11.6%	0.406	-0.0938	0.367	-1	-0.7%	1.9%	0.3%
CCCSc1nsc(SCCC)c1C#N	0.2%	-30.6%	1.2%	-6.1%	-6.0%	0.277	-0.146	0.164	0.275	0.3%	2.3%	-3.4%
CCN(CC)c1ccc(/C=N/NC(=O)c2nnn(-c3nonc3N)c2C(C)C)c(O)c1	2.4%	-84.1%	-90.3%	23.7%	-18.4%	.	.	.	.	.	1.5%	.
CCOC(=O)CN1C(=O)COc2ccc(Cl)cc21	-0.4%	-13.9%	0.1%	8.7%	-10.2%	-0.324	-0.217	0.0835	-0.12	-3.1%	2.4%	6.5%
O=C1CC(=O)Nc2cc(S(=O)(=O)N3CCOc4ccccc43)ccc2N1	-0.1%	51.2%	20.5%	11.7%	2.3%[20 µM]	.	.	.	.	.	-1.7%	.
Cc1ccc([N+](=O)[O-])cc1NC(=O)C1CCCC1	0.5%	-3.3%	0.4%	6.6%	12.9%	.	.	.	.	.	6.7%	.
O=C(CC1OCC2CCCN2C1=O)Nc1ccc([N+](=O)[O-])cc1 (stereo not drawn)	-0.2%	-49.1%	9.8%	3.9%	17.3%	.	.	.	.	.	-4.6%	.
O=C(CSc1nc(-c2ccco2)cc(C(F)(F)F)n1)NCCN1CCOCC1	0.1%	-18.7%	-2.8%	10.0%	10.0%[20 µM]	1.29	-0.301	0.584	-0.594	21.9%	-3.7%	-2.2%
Nc1ncnc2c1ncn2[C@@H]1O[C@H](CO)C[C@@H]1O	-0.5%	-8.7%	-22.9%	12.6%	-1.4%	.	.	.	.	-4.2%	3.2%	-3.0%
C=CCSc1nc2c(c(=N)n1CC=C)C1CCCC1S2 (stereo not drawn)	0.4%	15.5%	-7.9%	-2.6%	-23.1%	0.322	-0.245	0.234	-0.125	-14.2%	-3.2%	-0.1%
CCC(C)C1NC(=S)N(C2CCCCC2)C1=O (stereo not drawn)	0.0%	19.0%	17.6%	-13.0%	10.7%	2.66	-0.227	0.0493	-1.64	-3.8%	1.4%	15.2%
Cc1ccc(N2CC(=O)N(NC(=O)c3sc4nc(C)cc(C)c4c3N)CC2=O)cc1	-0.1%	-1.3%	12.9%	40.4%	23.5%	0.246	-0.206	0.605	-0.0954	-4.7%	-3.1%	-0.4%
O=C(NCc1ccc(Cl)cc1)C(=O)c1c[nH]c2ccccc12	-0.2%	-56.8%	-24.1%	-2.9%	-6.6%	-0.538	0.104	-0.221	0.646	-4.1%	-5.7%	3.3%
CC(=O)N1CCc2cc(Br)cc(S(=O)(=O)N3CCCCCC3)c21	-0.1%	-21.9%	9.0%	-5.3%	0.7%	-0.672	-0.319	-0.203	0.524	-1.9%	-5.0%	-1.3%
COc1nc(OC)nc(N2CCC(C(=O)Nc3cccc4c3CCCC4)CC2)n1	0.2%	4.1%	14.3%	0.0%	-19.8%	-0.173	0.0203	-0.242	-0.0583	5.0%	3.8%	-1.0%
O=C(Nc1ccc(F)cc1)N(Cc1nnc2n1CCCCC2)c1ccccc1	0.4%	8.1%	3.9%	11.3%	25.0%	0.588	-0.123	1.08	-0.43	-9.8%	2.8%	5.3%
